FUS yeast rescue: FUS proteinopathy suppression in yeast; S. cerevisiae FUS-expressing, growth rescue, OD600, 24 h; Potency, µM (series often up to 76.6 µM), without a hit: at the highest dose growth rescue (activation), actives largely listed as activators; 390,000 tested, 0.24% active;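 further: plate controls were DMSO vehicle for no effect and reference control for full effect; nearly all actives have a fitted effect of over 55% in size; some results filed as inactive show a strong effect at the top dose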
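Absorbance at 600 nm, taken 24hr after compound addition, measured rescue of FUS-yeast growth at 30C. Induction used 2% galactose with seeding at OD 0.005. Controls: CP55940 from 92uM final, DMSO only.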
PTHR1 agonist: activates the human parathyroid hormone receptor PTHR1; Q03431; HEK293 GP2 PTHR1 cells, GloSensor cAMP luminescence, 1 h; Potency, µM (series often up to 115 µM), inactives show top-dose activation, most hits filed as activators; 410,000 tested, 0.075% active; further: nearly all actives have a fitted effect of over 55% in size; some results filed as inactive show a strong effect at the top dose; inactives centre near -15; many of its hits are not listed in these tables
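HEK-293-derived GP2 cells expressing PTHR1 and a GloSensor cAMP reporter, 3,000/well, plated overnight, given luciferin plus IBMX (each 0.5 mM as added) for 1 h at 37 °C, then compound for 1 h at 37 °C. Luminescence was read after 15 min at room temperature.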
EPAC1 ag: activates human EPAC1 exchange factor | EPAC1 agonist qHTS, biochemical assay; response scale: 100% = response to 6.5 mM cAMP | Potency, µM (titrated, usually from 154 µM), for the others: top-dose activation, most hits filed as activators | 360,000 tested, 0.073% active | O95398; further: nearly all actives have a fitted effect of over 60% in size
Target sequence (O95398 whole entry, looked up): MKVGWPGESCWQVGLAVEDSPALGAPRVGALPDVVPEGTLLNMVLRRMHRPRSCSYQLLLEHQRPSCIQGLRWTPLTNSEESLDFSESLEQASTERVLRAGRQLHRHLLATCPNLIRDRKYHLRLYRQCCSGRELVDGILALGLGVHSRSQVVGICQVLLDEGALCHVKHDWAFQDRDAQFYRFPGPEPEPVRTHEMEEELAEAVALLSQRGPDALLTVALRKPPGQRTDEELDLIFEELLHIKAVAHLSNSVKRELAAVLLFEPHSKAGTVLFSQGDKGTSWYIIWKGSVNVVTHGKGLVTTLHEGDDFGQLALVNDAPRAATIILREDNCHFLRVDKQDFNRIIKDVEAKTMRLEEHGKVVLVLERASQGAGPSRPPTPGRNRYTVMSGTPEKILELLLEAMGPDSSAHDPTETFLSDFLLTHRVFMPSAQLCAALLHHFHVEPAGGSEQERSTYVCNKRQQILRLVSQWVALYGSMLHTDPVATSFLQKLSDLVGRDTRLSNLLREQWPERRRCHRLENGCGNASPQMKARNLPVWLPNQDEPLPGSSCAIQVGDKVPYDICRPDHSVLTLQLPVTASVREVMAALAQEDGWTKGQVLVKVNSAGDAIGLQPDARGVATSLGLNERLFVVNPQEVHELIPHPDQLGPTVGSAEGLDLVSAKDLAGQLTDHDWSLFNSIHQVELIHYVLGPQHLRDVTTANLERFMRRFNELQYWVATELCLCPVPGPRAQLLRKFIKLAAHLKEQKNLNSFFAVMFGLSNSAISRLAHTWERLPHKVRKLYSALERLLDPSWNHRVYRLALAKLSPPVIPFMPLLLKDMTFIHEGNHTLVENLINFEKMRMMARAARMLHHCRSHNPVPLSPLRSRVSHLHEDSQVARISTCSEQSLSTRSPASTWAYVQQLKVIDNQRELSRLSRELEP
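Normalized to 6.5 mM cAMP, activity reflects EPAC1-catalysed release of BODIPY-GDP from Rap1B, followed kinetically over 30 min at 480 nm excitation, 540 nm emission. Reaction contained 100 nM EPAC1, 250 nM Rap1B-BODIPY-GDP, 50 uM GDP.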
EPAC2 ag: activates human EPAC2 exchange factor | Q8WZA2 | EPAC2 activation, biochemical qHTS; response scale: 100% = 6.5 mM cAMP response | Potency, µM (series often up to 154 µM), inactives show top-dose activation, actives largely listed as activators | 360,000 tested, 0.079% active; further: nearly all actives have a fitted effect of over 50% in size
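Setup: EPAC2 100 nM, labeled Rap1B complex 250 nM, free GDP 50 uM. Compound titrations pinned in, brief spin, 5 min room temperature incubation. Kinetic fluorescence read over 30 min, normalized to 6.5 mM cAMP.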
EPAC2 antag: antagonists of human EPAC2; Q8WZA2; Potency, µM (titrated, usually from 114 µM), for inactives: at the top dose activity, negative = inhibition, hits mostly inhibitors; EPAC2 GEF exchange of Rap1B-BODIPY-GDP, fluorescence; 360,000 tested, 0.18% active; AID 720708; further: on the % scale 0 is the no-effect control and ±100 the full control effect; nearly all actives have a fitted effect of over 45% in size; many of its hits are not listed in these tables
EPAC1 antagonist: antagonists of human EPAC1; O95398; 360,000 tested, 0.14% active; EPAC1 GEF assay, Rap1b-BODIPY-GDP exchange fluorescence; AID 720709; Potency, µM (highest dose often 115 µM), without a hit: top-dose activity change, negative = inhibition, hits mostly inhibitors;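 further: plate controls were vehicle for no effect and positive control for full effect; nearly all actives have a fitted effect of over 50% in size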
TDP-43 yeast inh: TDP-43 toxicity inhibition in yeast; TDP-43 expressing yeast growth rescue, BacTiter-Glo, 24 h; Potency, µM (doses to about 46.1 µM), inactives show at the top dose growth rescue (activation), usual class: activators; 410,000 tested, 1.8% active; further: % of control where 0% means no effect; nearly all actives have a fitted effect of over 50% in size
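Readout is BacTiter-Glo luminescence of cell growth, so inhibitors register as activators. TDP-43-expressing yeast at OD600=0.02 in galactose medium, after raffinose pregrowth to mid-log, were incubated with compound for 24 hr at 30 deg C.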
aSyn rescue: inhibitors of alpha-synuclein toxicity in yeast; Yeast expressing alpha-synuclein, growth rescue, BacTiter-Glo, 24 h; Potency, µM (highest dose often 46.1 µM), for the others: at the top dose growth rescue (activation), hits mostly activators; 370,000 tested, 0.14% active; AID 652106; further: % of control where 0% means no effect; nearly all actives have a fitted effect of over 65% in size
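Galactose-induced alpha-syn yeast (OD600=0.02, raffinose-pregrown) + pinned cpd, 24 hr, 30 deg C; growth by BacTiter-Glo luminescence. Growth restoration scores as activation.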
* hit, by the source's call; i = inactive; ? = inconclusive; . = not tested or not shown; & = joins results of further samples; [ ] = dose if it differs, or a comment. The call rests on the fitted dose curve; in most records, active means well fitted curve in the direction sought with a large enough effect; inconclusive means small, poorly fitted or top-dose-only effect, or another doubt; inactive means no such curve, though single readings can be large; an effect the other way counts as inactive or inconclusive. Potency means the concentration at half of the fitted maximal effect. The list is partial (hit frequency here may not be typical).

SMILES	FUS yeast rescue	PTHR1 agonist	EPAC1 ag	EPAC2 ag	EPAC2 antag	EPAC1 antagonist	TDP-43 yeast inh	aSyn rescue
S=c1[nH]nc(CSCc2ccccc2Cl)n1-c1ccccc1	-8%	0%	3%	5%	-1%	-2%	-13%	.
COCCNC(=O)C1CCC(CNS(=O)(=O)c2ccccc2)CC1 (configuration not stated)	-33%	i	-8%	2%	12%	16%	4%	8%
c1ccc2c(-c3nnc(SCc4cn5ccccc5n4)o3)c[nH]c2c1	13%	-21%[57.5 µM]	3%	0%	1%	-14%	4%	-4%
O=C(NCc1ccccc1)N(Cc1nc2ccccc2c(=O)[nH]1)C1CCCC1	1%	-1%[57.5 µM]	7%	8%	0%	-10%	3%	6%
Cc1ccc2c(c1)N(C)/C(=C/c1cccc[n+]1CCO)S2	-14%	-2%	3%	6%	-11%	0%	-9%	-4%
COc1ccc(-c2nn3cnnc3s2)cc1OC	14%	4%[57.5 µM]	11%	-2%	-3%	-1%	-9%	4%
O=C(CN1C(=O)COc2ccccc21)NCCCN1CCc2ccccc2C1	2%	-15%	2%	6%	7%	-3%	-20%	-3%
O=C(COc1ccc2ccccc2c1)N[C@@H](C(=O)O)c1ccc(O)cc1	-18%	-6%	2%	1%	-5%	-12%	12%	0%
COc1ccc(Cc2c(-c3cccc(Cl)c3)nc3c(C)cc(Br)cn23)c(C)c1	8%	-92%[inhibitor]	15%	0%	0%	-7%	10%	7%
CCCCOc1ccc(C(=O)NC)cc1	-1%	-19%[57.5 µM]	2%	7%	-3%	-6%	7%	-2%
CN1/C(=C/C2CC(=O)N(c3ccc([N+](=O)[O-])cc3)C2=O)C(C)(C)c2ccccc21 (configuration not stated)	?	-1%[57.5 µM]	10%	8%	0%	-2%	-3%	16%
CCOC(=O)c1cc2sccc2n1CC(=O)Nc1ccc(OC)cc1	24%	-2%	-22%	2%	7%	-1%	15%	-8%
CC(=O)C1=C(C)NC(=O)CC1c1ccc(F)cc1 (configuration not stated)	-20%	i	-4%	4%	4%	-15%	8%	-2%
CCCCCCN1CC(=O)N2[C@@H](Cc3c([nH]c4ccccc34)C2(C)C)C1=O	-11%	-15%	-7%	-5%	6%	6%	-3%	-9%
Cc1cccc(C(=O)OCC(=O)NCC2CCCO2)c1O (configuration not stated)	-15%	-7%	6%	14%	-3%	8%	19%	-8%
CC1CCC(C(C)C)C(OP(=O)(c2ccccc2)C(O)c2ccncc2)C1 (configuration not stated)	-12%	-7%	4%	-13%	?	-18%	23%	10%
Cc1cccc(NC(=O)c2ccc(Cl)c(S(=O)(=O)N3CCCC3)c2)n1	9%	-33%[inhibitor]	-1%	0%	6%	3%	?	-16%
COc1cc(OC)cc(C(=O)NCC(=O)OCC(=O)NC(C)CCc2ccccc2)c1 (configuration not stated)	41%	-7%	-4%	-1%	-15%	-6%	15%	-3%
O=C(/C=C\c1cccs1)N1CCN(Cc2ccc3c(c2)OCO3)CC1	11%	-13%	9%	16%	-3%	10%	2%	-2%
CNC[C@H](CC1CCCCC1)NC[C@H](CO)NCCc1cccc(C(F)(F)F)c1	-18%	13%	-16%	2%	0%	-11%	-2%	1%
O=S(=O)(NC1CCCCC1N1CCN(c2ccc(F)cc2)CC1)c1ccccc1 (configuration not stated)	-16%	-62%[inhibitor]	-1%	3%	?	-11%	16%	0%
COc1ccc(O)c(C(=O)c2cc(SCC(=O)O)c3nc4sc5c(c4c(=O)n3c2)CCCC5)c1	36%	-11%	?	-7%	15%	?	-9%	-2%
CCC1S/C(=N\S(=O)(=O)c2cccs2)N(C2CCCCC2)C1=O (configuration not stated)	-4%	-3%	13%	10%	10%	-12%	12%	-3%
CCN(CC)S(=O)(=O)c1cccc(-c2csc(C)n2)c1	-5%	-5%	-7%	1%	1%	9%	16%	-4%
CCN(CC(=O)Nc1c(F)cccc1F)C(=O)CCNC(=O)c1ccc([N+](=O)[O-])cc1	-4%	i	-9%	0%	2%	8%	18%	1%
O=C(CCN1C(=O)C2C3C=CC(C3)C2C1=O)Nc1ccccn1 (configuration not stated)	13%	-7%[57.5 µM]	0%	3%	-1%[57.1 µM]	-5%	2%	1%
COc1ccc(NC(=O)Cn2nnc(C(=O)NCc3cccs3)c2N)c(OC)c1	9%	-59%[inhibitor]	3%	-1%	-4%	-32%	-23%	-4%
COc1ccc(OC)c(NC(=O)CCN2CC(C)OC(C)C2)c1 (configuration not stated)	-1%	1%[57.5 µM]	-1%	6%	6%	11%	12%	1%
O=C(C1CC(=O)N(c2ccccc2)C1)N1CCN(c2ccccc2F)CC1 (configuration not stated)	9%	-37%[inhibitor]	-11%	8%	14%	-1%	7%	7%
O=C(NNS(=O)(=O)c1ccc(Cl)cc1Cl)c1cc2ncc(C(F)(F)F)cc2s1	-1%	-12%	7%	10%	-13%	20%	-6%	-5%
Nc1ncncc1-c1ccc2ccccc2c1	-27%	i	3%	11%	-17%	1%	-8%	-3%
O=C(O)CCN1C(=O)c2ccc(NC(=O)CSc3ccccc3)cc2C1=O	.	3%	-8%	-2%	11%	1%	2%	9%
O=C(CN1CCCN(S(=O)(=O)c2ccc(F)cc2)CC1)Nc1cccc(F)c1	-3%	-17%	-5%	11%	-3%	-5%	-16%	-7%
CCNC(=O)N1CCC(n2nccc2NC(=O)CCCc2ccccc2)CC1	.	25%	1%	-3%	-2%	5%	17%	0%
CCC(=O)NC(=S)Nc1cccc(NC(=O)CC)c1	-8%	-2%[57.5 µM]	14%	6%	-4%	-12%	15%	3%
O=C(COC(=O)Cc1ccccc1F)Nc1cc(S(=O)(=O)N2CCOCC2)ccc1N1CCCC1	.	-40%[inhibitor]	0%	0%	-17%	-23%	-10%	-2%
C/C(CC(=O)Nc1cccc(F)c1)=N\NC(=O)c1ccncc1	-2%	i	7%	2%	-3%	-1%	18%	2%
Cc1cc(C)c(NC(=O)CS(=O)CC(=O)N2CCN(c3ccccc3)CC2)c(C)c1 (configuration not stated)	15%	i	-2%	-2%	1%	-6%	-8%	0%
CCOCCCNC(=O)CSCc1nc(-c2ccc(SC)cc2)oc1C	24%	-23%	16%	17%	-5%	6%	0%	0%
CCn1cc(C(=O)NCCCN2CCCC(C)C2)c(=O)c2cc(S(=O)(=O)N(C)C3CCCCC3)ccc21 (configuration not stated)	?	i	9%	5%	7%	-3%	2%&4%	1%
Cc1c(NC(=O)/C(C#N)=C/c2c(Oc3ccccc3)nc3ccccn3c2=O)c(=O)n(-c2ccccc2)n1C	5%	-70%[inhibitor]	11%	-6%	-1%	4%	-11%	0%
CC(C)Nc1nc(NCc2ccccc2)c2sccc2n1	-1%	-8%	-4%	8%	-4%	-16%	15%	-11%
C/C=C(\C)CN1CCC(Oc2ccc(C(=O)NCc3ccccn3)cc2)CC1	1%	i	-10%	3%	10%	7%	-8%	1%
COc1cc(C(=C(CC(=O)O)C(=O)O)c2ccc3c(c2)OCO3)cc(OC)c1OC	.	i	7%	2%	-2%	8%	0%	0%
COCC(=O)Nc1c(C(=O)N2CCCC2)oc2ccccc12	-2%	-67%	1%	4%	-13%	-11%	-13%	-7%
O=C(CN(CC1CCCO1)C(=O)CCC(=O)Nc1ccccn1)NCC1CCCO1 (configuration not stated)	-29%	i	0%	2%	2%	-5%	9%	2%
O=C1CCC/C(=N/Nc2ccc(Cl)cc2)C1	38%	16%	13%	9%	-9%	-9%	8%	15%
Cc1cc(C)c(NC(=O)CN(C)C(=O)c2ccc(OCc3ccccc3)cc2)c(C)c1	3%	-18%	2%	-2%	3%	1%	1%	-16%
Cc1ccc(OCC(=O)NNC(=O)c2cc3ccccc3o2)cc1C	29%	-25%	-3%	7%	-4%	-1%	10%	0%
O=c1cc(CN2CCC(Cc3ccccc3)CC2)nc2sccn12	10%	i	-5%	-2%	3%	0%	-18%[0.397 µM]	-3%
O=C(CN1CCCCCC1)Nc1cc([N+](=O)[O-])ccc1Cl	10%	i	7%	5%	-8%	7%	-5%	2%
CCCc1nc(SCC(=O)Nc2cc(C)on2)c2c(=O)n(C)c(=O)n(C)c2n1	-15%	-50%[inhibitor]	-12%	-3%	-3%	10%	18%	?

Shown as comma-separated lines: part of the list above.
SMILES,FUS yeast rescue,PTHR1 agonist,EPAC1 ag,EPAC2 ag,EPAC2 antag,EPAC1 antagonist,TDP-43 yeast inh,aSyn rescue
Cc1c(NC(=O)/C(C#N)=C/c2c(Oc3ccccc3)nc3ccccn3c2=O)c(=O)n(-c2ccccc2)n1C,5%,-70%[inhibitor],11%,-6%,-1%,4%,-11%,0%
CC(C)Nc1nc(NCc2ccccc2)c2sccc2n1,-1%,-8%,-4%,8%,-4%,-16%,15%,-11%
C/C=C(\C)CN1CCC(Oc2ccc(C(=O)NCc3ccccn3)cc2)CC1,1%,i,-10%,3%,10%,7%,-8%,1%
COc1cc(C(=C(CC(=O)O)C(=O)O)c2ccc3c(c2)OCO3)cc(OC)c1OC,.,i,7%,2%,-2%,8%,0%,0%
COCC(=O)Nc1c(C(=O)N2CCCC2)oc2ccccc12,-2%,-67%,1%,4%,-13%,-11%,-13%,-7%
O=C(CN(CC1CCCO1)C(=O)CCC(=O)Nc1ccccn1)NCC1CCCO1 (configuration not stated),-29%,i,0%,2%,2%,-5%,9%,2%
O=C1CCC/C(=N/Nc2ccc(Cl)cc2)C1,38%,16%,13%,9%,-9%,-9%,8%,15%
Cc1cc(C)c(NC(=O)CN(C)C(=O)c2ccc(OCc3ccccc3)cc2)c(C)c1,3%,-18%,2%,-2%,3%,1%,1%,-16%
Cc1ccc(OCC(=O)NNC(=O)c2cc3ccccc3o2)cc1C,29%,-25%,-3%,7%,-4%,-1%,10%,0%
O=c1cc(CN2CCC(Cc3ccccc3)CC2)nc2sccn12,10%,i,-5%,-2%,3%,0%,-18%[0.397 µM],-3%
O=C(CN1CCCCCC1)Nc1cc([N+](=O)[O-])ccc1Cl,10%,i,7%,5%,-8%,7%,-5%,2%
CCCc1nc(SCC(=O)Nc2cc(C)on2)c2c(=O)n(C)c(=O)n(C)c2n1,-15%,-50%[inhibitor],-12%,-3%,-3%,10%,18%,?

Assay outcomes from PubChem BioAssay.
